Tb PGK inh: blocks T. brucei phosphoglycerate kinase. Potency, µM (titrated, usually from 57.5 µM), for inactives: top-dose activity change, negative = inhibition, actives largely listed as inhibitors. AID 602233. P07378. PGK/GAPDH coupled, Kinase-Glo luminescence, 60 min. 380,000 compounds, 0.043% hits; further: potency means the concentration at half of the fitted maximal effect; on the % scale 0 is the no-effect control and ±100 the full control effect; nearly all actives have a fitted effect of over 60% in size
Target sequence (P07378 whole entry, looked up): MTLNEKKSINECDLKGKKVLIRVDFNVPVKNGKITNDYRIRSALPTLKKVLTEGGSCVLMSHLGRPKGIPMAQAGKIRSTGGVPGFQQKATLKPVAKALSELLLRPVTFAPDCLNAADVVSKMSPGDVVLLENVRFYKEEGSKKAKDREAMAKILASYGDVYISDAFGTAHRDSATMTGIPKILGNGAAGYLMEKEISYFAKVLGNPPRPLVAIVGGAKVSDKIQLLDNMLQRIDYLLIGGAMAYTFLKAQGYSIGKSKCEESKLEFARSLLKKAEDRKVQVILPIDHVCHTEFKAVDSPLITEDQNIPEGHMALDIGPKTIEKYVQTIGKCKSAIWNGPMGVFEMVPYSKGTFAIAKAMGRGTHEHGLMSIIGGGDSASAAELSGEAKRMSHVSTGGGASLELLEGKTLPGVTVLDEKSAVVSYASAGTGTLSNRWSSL
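Recombinant glycosomal PGK reaction used 1,3-bisphosphoglycerate generated in-well by GAPDH (100nM final) in 100mM TEA pH 7.6, 5mM MgCl2, 0.01% Tween-20. After 60 minutes at room temperature, ATP was read by Kinase-Glo Plus luminescence end-point.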
rTrxR1 inhibitor: rat TrxR1 inhibition. O89049. recombinant rTrxR1, NADPH fluorescence consumption, selenite substrate. Potency, µM (highest dose often 114 µM), for the others: at the highest dose activity change, negative = inhibition, most hits filed as inhibitors. 390,000 compounds, 1% hits. AID 588453; further: potency means the concentration at half of the fitted maximal effect; on the % scale 0 is the no-effect control and ±100 the full control effect; nearly all actives have a fitted effect of over 65% in size
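Rat TrxR1 (90 nM in the dispensed reagent) was pre-reduced with 400 uM NADPH for 5 min at room temperature, then incubated with compound for 15 min. After 400 uM selenite was added, NADPH fluorescence (Ex 340/Em 450 nm) was followed for 8 min.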
mIDH1 inhibitor: inhibitors of human mutant IDH1 R132H; 390,000 compounds, 0.093% hits; IDH1-R132H enzyme, NADPH consumption, diaphorase/resazurin fluorescence; Potency, µM (highest dose often 76.6 µM), for inactives: at the highest dose activity change, negative = inhibition, actives largely listed as inhibitors; O75874; AID 602179; further: potency means the concentration at half of the fitted maximal effect; on the % scale 0 is the no-effect control and ±100 the full control effect; nearly all actives have a fitted effect of over 65% in size
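IDH1-R132H (0.5 ug/mL dispensed) in pH 7.5 Tris buffer was preincubated 30 min with compound, then given a substrate mix of 0.016 mM NADPH and 2 mM alpha-KG for 80 min at room temperature; remaining NADPH was read by diaphorase/resazurin fluorescence.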
HP1b chromo inh: HP1-beta chromodomain-methylated histone interaction inhibition; Potency, µM (doses to about 114 µM), for inactives: at the highest dose activity change, negative = inhibition, usual class: inhibitors; 390,000 compounds, 0.56% hits; AlphaScreen HP1-beta / biotin-H3K9me3 peptide binding; further: potency means the concentration at half of the fitted maximal effect; nearly all actives have a fitted effect of over 70% in size; inactives centre near 23
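HP1-beta protein (50 nM final) preincubated 30 min at room temperature with biotinylated H3(1-18)K9me3 peptide (50 nM) in PBS pH 7.4, 0.01% Tween-20, then compound added for 30 min. AlphaScreen streptavidin donor/nickel chelate acceptor beads (10 ug/mL final), 30 min dark, luminescence read.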
TrxR1 substrate: is turned over as a substrate by rat TrxR1; purified TrxR1 substrate turnover, NADPH consumption readout; Potency, µM (titrated, usually from 114 µM), without a hit: top-dose activity change, negative = substrate turnover; 390,000 compounds, 0.01% hits; AID 588456; further: potency means the concentration at half of the fitted maximal effect; on the % scale 0 is the no-effect control and ±100 the full control effect; nearly all actives have a fitted effect of over 50% in size
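Rat TrxR1, dispensed at 90 nM, was prereduced with 400 uM NADPH (final) for 5 min at ~22 deg C, then incubated with compound 15 min before 400 uM selenite. A first-read NADPH fluorescence drop versus no-compound background flagged substrates.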
USP1 inh: inhibitors of human USP1/UAF1 deubiquitinase; O94782; recombinant USP1/UAF1, Ub-Rhodamine cleavage fluorescence; Potency, µM (series often up to 57.1 µM), without a hit: top-dose activity change, negative = inhibition, hits mostly inhibitors; 390,000 compounds, 0.23% hits; AID 743255; further: potency means the concentration at half of the fitted maximal effect; on the % scale 0 is the no-effect control and ±100 the full control effect; nearly all actives have a fitted effect of over 60% in size; inactives centre near -12
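In this screen, compounds sit with the deubiquitinase complex (1nM) for 15 min at room temperature before Ub-Rho is added at 150nM final. Fluorescence rise is then followed for 6 reads every 60 seconds.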
PI4K2A block: PI4K2A (human) kinase inhibition. AID 1346378. Q9BTU6. activity change, negative = inhibition, % at 76.9 µM. 420,000 compounds, 0.13% hits. purified PI4K2A, ADP-Glo luminescence, 1 h; hits give low values; in the data active means activity change below about -50%; inconclusive means mostly about -30% to -49%;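 further: -100% = wells without enzyme as full effect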
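ADP-Glo luminescence measured ADP generated by PI4K2A enzyme (4 ug/mL before mixing) with 1.2 mM PI substrate (pre-mix) and 300 microM ATP (pre-mix). Tris pH7.5 buffer with MgCl2, Triton X-100; 1 h reaction at ambient temperature.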
Pin1 inh: blocks the human prolyl isomerase Pin1. 390,000 compounds, 0.009% hits. AID 504891. Q13526. Pin1 FP peptide displacement, HiFluor488, 10 min. Potency, µM (series often up to 115 µM), inactives show at the highest dose activity, negative = inhibition, hits mostly inhibitors; active means well fitted inhibition curve with a large enough effect in the polarisation, with a control signal flat, not every such curve was filed as active; inconclusive means small, poorly fitted or top-dose-only effect, or effect the other way, or a change in a side signal; inactive means no such curve, though single readings can be large or run the other way; the % refers to the polarisation; further: potency means the concentration at half of the fitted maximal effect; on the % scale 0 is the no-effect control and ±100 the full control effect
GLS inhibitor: inhibitors of human glutaminase (GLS) | Potency, µM (titrated, usually from 45.5 µM), inactives show at the top dose activity change, negative = inhibition, usual class: inhibitors | GLS enzymatic activity, qHTS titration | 410,000 compounds, 0.21% hits; further: potency means the concentration at half of the fitted maximal effect; on the % scale 0 is the no-effect control and ±100 the full control effect
Target sequence (O94925 whole entry, looked up): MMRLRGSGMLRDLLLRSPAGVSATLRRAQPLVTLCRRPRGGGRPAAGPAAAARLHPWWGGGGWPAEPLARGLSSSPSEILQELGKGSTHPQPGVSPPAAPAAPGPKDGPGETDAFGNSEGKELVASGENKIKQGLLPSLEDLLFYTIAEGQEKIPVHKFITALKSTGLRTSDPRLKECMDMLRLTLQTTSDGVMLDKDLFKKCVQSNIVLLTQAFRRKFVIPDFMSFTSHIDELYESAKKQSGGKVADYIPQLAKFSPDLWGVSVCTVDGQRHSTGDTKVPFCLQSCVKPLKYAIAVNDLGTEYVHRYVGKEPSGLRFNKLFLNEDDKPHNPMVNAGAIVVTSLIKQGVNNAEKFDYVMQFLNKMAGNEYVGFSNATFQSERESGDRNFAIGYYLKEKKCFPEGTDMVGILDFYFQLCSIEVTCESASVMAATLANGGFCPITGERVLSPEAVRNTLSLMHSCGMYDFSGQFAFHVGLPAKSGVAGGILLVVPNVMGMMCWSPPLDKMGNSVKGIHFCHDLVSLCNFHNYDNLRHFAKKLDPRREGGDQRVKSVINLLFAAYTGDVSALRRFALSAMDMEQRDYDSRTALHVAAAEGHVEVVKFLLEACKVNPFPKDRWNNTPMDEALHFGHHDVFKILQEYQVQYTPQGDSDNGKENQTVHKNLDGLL
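hKGA; 45 mM KH2PO4 pH 8.2 + 0.02% Tween-20; cpd via pin tool; 1 mM Gln soln; GluOx/HRP/Amplex Red; RT 30 min; fluor. t0 & final.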
Numbers without * were called inactive; i = inactive; ? = inconclusive; · = not tested or not shown; & = joins results of further samples; [ ] = remark or other dose. Unless noted, the call rests on the fitted dose curve; in most records, active means well fitted curve in the direction sought with a large enough effect; inconclusive means small, poorly fitted or top-dose-only effect, or another doubt; inactive means no such curve, though single readings can be large; an effect the other way counts as inactive or inconclusive.

entry	mol	USP1 inh	HP1b chromo inh	Tb PGK inh	TrxR1 substrate	GLS inhibitor	mIDH1 inhibitor	PI4K2A block	Pin1 inh	rTrxR1 inhibitor
1	CN(C)c1ccc(C(=O)OCc2ccc(Br)cc2)cc1	-12%	118%[activator]	-4%	41%	2%	1%	11	-3%	55%
2	CC1(C)CSC(C)(C)C(=O)N1	-11%	23%	-11%	-6%[11.4 µM]	-10%	2%	-2	-4%	-3%[11.4 µM]
3	CC(c1ccccn1)N(Cc1ccco1)C(=S)Nc1cccc(F)c1 (stereo unspecified)	-19%	21%	i	5%	-7%	7%	-1	-5%	10%
4	CCN(CC)c1ccc(C(=O)Nc2ccccc2)cc1[N+](=O)[O-]	-14%	-17%	-7%	-6%[57.1 µM]	1%	21%	9	0%	18%[57.1 µM]
5	CN(Cc1ccc(Cl)cc1Cl)C(=O)C1CC(=O)N(Cc2ccco2)C1 (stereo unspecified)	-12%	·	-3%	·	3%	-1%	0	·	·
6	CCCCCCC(=O)Nc1nc(C)c(-c2csc(Nc3cccc(OC)c3)n2)s1	-22%	-16%	-5%	-1%	-6%	-3%	6	?	25%
7	CN(C)c1ncc(CN2CCC(C(=O)Nc3ccc(-n4cccn4)cc3)CC2)s1	-11%	14%	3%	-6%	6%	3%	-5	2%	-4%
8	N#CCC(=O)N/N=C/c1cc([N+](=O)[O-])ccc1N1CCCC1	-4%	8%	i	2%[57.1 µM]	-1%	2%	2	6%	18%[57.1 µM]
9	CC(C)Sc1cc(N2CCOCC2)nc(-c2ccc(Cl)cc2)n1	6%	72%[activator]	-2%	-7%	9%	1%	4	-3%	-3%
10	CC1Cc2cc(/C=C3/SC(=S)NC3=O)ccc2O1 (stereo unspecified)	-1%	-11%	-4%	-4%[57.1 µM]	4%	-7%	-3	1%	1%[57.1 µM]
11	O=C(COc1ccc(S(=O)(=O)N2CCOCC2)cc1Cl)NCCN1CCOCC1	-11%	-2%	2%	-1%[57.1 µM]	-3%	0%	-4	-2%	-3%[57.1 µM]
12	COC(=O)c1csc(S(=O)(=O)N2CCCCC2)c1OC	-18%	44%[activator]	-1%	5%	-1%	3%	-2	-6%	27%
13	Cc1cc(-c2csc3nc[nH]c(=S)c23)cc(C)c1C	-21%	-19%	-9%	8%[57.1 µM]	-3%	-19%	-2	-5%	12%[57.1 µM]
14	O=C(NC1CCS(=O)(=O)C1)/C(=C\c1ccc(F)cc1)NC(=O)c1ccccc1 (stereo unspecified)	-8%	18%	-9%	10%[57.1 µM]	11%	-15%	8	-3%	22%[57.1 µM]
15	COc1cccc(CNS(=O)(=O)c2c(C(=O)N3CCCC3)c(C)n(C)c2C)c1	-14%	46%[activator]	-7%	4%[57.1 µM]	2%	-7%	6	-7%	16%[57.1 µM]
16	COc1ccc(-c2nc3ccccc3s2)cc1NC(=O)COc1ccccc1C	-13%	33%	-1%	8%	-15%	-12%	0	1%	17%
17	Cc1cccc(NC(=O)CN2C(=O)c3ccccc3C2=O)c1C	-15%	27%	i	-1%	-6%	16%	-1	12%	4%[57.1 µM]
18	Cc1c(S(=O)(=O)N(C)C2CCCCC2)c(=O)n(C)c(=O)n1C	-14%	21%	-11%	6%	2%	-1%	-1	-12%	10%
19	CC(C)c1nc2sc3c(=O)[nH]c(=S)[nH]c3c2c2c1CCCC2	-22%	5%	-7%	-4%	-4%	?	-2	0%	?
20	c1ccc2c(c1)OCCc1c-2[nH]c2ccccc12	-24%	4%	-9%	35%[activator]	1%	-4%	3	-8%	6%
21	CC1CCN(C(=O)Cn2c(=O)oc3cc(S(=O)(=O)N4CCCCC4)ccc32)CC1	-5%&-16%	12%[57 µM]	-7%&1%	-3%&4%	10%&0%	4%&-8%	4&-3	1%&-4%	24%&11%
22	O=C(NNS(=O)(=O)c1ccc(F)cc1)c1cccc(O)c1	-20%	12%	-8%	10%[57.1 µM]	-26%	0%	-8	-3%	9%[57.1 µM]
23	CCOC(=O)c1ccccc1NC(=O)C1CCN(c2ncnc3c2nc2n3CCCCC2)CC1	-16%	-19%	0%	0%	3%	1%	-1	4%	13%
24	Cc1nn(-c2ccccc2)c2sc(C(=O)Nc3ccc(Br)cc3)cc12	-5%	26%	-2%	16%	-5%	-2%	0	-2%	10%
25	CN1CCN(c2ccc(NC(=O)c3ccc(-c4cccc([N+](=O)[O-])c4)o3)cc2)CC1	-22%	?	-2%	9%[57.1 µM]	-10%	9%	3	0%	25%[57.1 µM]
26	CNC(=S)N(Cc1cc2cc(C)ccc2n2nnnc12)CC(C)(C)CN(C)C	-10%	28%	0%	3%	-10%	1%	-14	-2%	8%
27	CC[N+]1(C)CCC(O)(c2ccc(OC)cc2)C(C(=O)c2ccc(OC)cc2)C1 (stereo unspecified)	-11%	-5%	2%	4%	-10%	-1%	31	-4%	0.71µM*
28	COCCn1c(SC(C)C(=O)Nc2ccc(N3CCOCC3)cc2)nnc1-c1ccncc1 (stereo unspecified)	-19%	13%	-8%	2%	23%	0%	1	-11%	12%
29	Cn1nnc(NC(=O)c2ccccc2)n1	-12%	52%[activator]	-7%	-6%	-1%	2%	-5	-1%	-11%
30	CC(=O)N1CCN(C(=S)NC(=O)C23CC4CC(CC(C4)C2)C3)CC1	1%	47%[activator]	4%	4%	18%	0%	1	1%	12%
31	O=C(N/N=C/C=C/c1ccccc1)c1cccc(Br)c1	-20%	9%	·	-4%	2%	0%	7	6%	-6%
32	COc1ccc(OC)c(C(=O)CSc2nnc(C3CC3)n2C2CC2)c1	5%	·	-1%	·	5%	4%	-5	·	·
33	O=C(N/N=C/c1ccc(OC(=O)c2ccc(Br)cc2)cc1)c1ccncc1	4%	26%	-7%	1%	-21%	14%	1	-26%	17%
34	COc1ccc(-c2nc(C)c(CCNC(=O)c3c(F)cccc3F)s2)cc1	-23%	18%[57 µM]	i	11%[57.1 µM]	6%	10%	-3	-3%	15%[57.1 µM]
35	Cc1nn(C)c2c1c(C(F)(F)F)cc(=O)n2C(C)C(=O)NCc1ccc(Cl)cc1 (stereo unspecified)	-13%	-20%	i	0%[57.1 µM]	-5%	-11%	4	4%	2%[57.1 µM]
36	O=C(Nc1ccc(F)cc1)[C@@H](c1ccccc1)N1Cc2ccccc2C1=O	-14%	7%	-3%	0%	-1%	-6%	-7	1%	15%
37	O=C(CCn1c(=O)[nH]c2ccccc2c1=O)N1CCN(c2cccc(C(F)(F)F)c2)CC1	-17%	27%	-10%	4%	-3%	5%	0	1%	4%
38	O=C(COC(=O)Cc1c[nH]c2ccccc12)Nc1cccc(Br)c1	-33%	·	-3%	·	5%	1%	3	·	·
39	Cc1nn(-c2ccccc2)c(N)c1-c1ccccc1	-17%	32%	-6%	3%	5%	-1%	-4	-5%	10%
40	COc1ccccc1-c1noc(-c2ccc(NCC3CCCO3)c([N+](=O)[O-])c2)n1 (stereo unspecified)	-25%	38%	-4%	1%	-17%	10%	5	-6%	3%
41	Cc1ccc(NC(=O)C2CCCN2S(=O)(=O)c2ccc3c(c2)C(C)(C)C(=O)N3C)cc1 (stereo unspecified)	-18%	13%	-10%	3%	1%	-10%	1	1%	14%
42	COc1ccc(C(=O)NCC(=O)N2CCC(Cc3ccccc3)CC2)cc1OC	-17%	-1%	1%	-10%	2%	3%	1	-2%	-6%
43	O=C(CN(Cc1ccco1)C(=O)c1ccc(F)cc1)Nc1ccccc1Br	-8%	8%	-7%	-2%	1%	6%	-3	7%	-10%
44	CC(C)n1c(SCC(=O)N2CCN(C(=O)c3ccco3)CC2)nc2c1c(=O)n(C)c(=O)n2C	-14%	3%	-3%	0%	-4%	1%	0	4%	12%
45	CCC(NS(=O)(=O)c1ccc(OC)cc1)C(=O)NCCc1ccccc1 (stereo unspecified)	-10%	69%[activator]	-5%	4%	-5%	6%	-9	5%	7%

Results in GLS inhibitor, mIDH1 inhibitor and Tb PGK inh, for some of the entries so far:
nr	Molecule	GLS inhibitor	mIDH1 inhibitor	Tb PGK inh
36	O=C(Nc1ccc(F)cc1)[C@@H](c1ccccc1)N1Cc2ccccc2C1=O	-1%	-6%	-3%
34	COc1ccc(-c2nc(C)c(CCNC(=O)c3c(F)cccc3F)s2)cc1	6%	10%	i
44	CC(C)n1c(SCC(=O)N2CCN(C(=O)c3ccco3)CC2)nc2c1c(=O)n(C)c(=O)n2C	-4%	1%	-3%

Part of the list above in order of length of the SMILES, rising:
entry	mol	USP1 inh	HP1b chromo inh	Tb PGK inh	TrxR1 substrate	GLS inhibitor	mIDH1 inhibitor	PI4K2A block	Pin1 inh	rTrxR1 inhibitor
20	c1ccc2c(c1)OCCc1c-2[nH]c2ccccc12	-24%	4%	-9%	35%[activator]	1%	-4%	3	-8%	6%
26	CNC(=S)N(Cc1cc2cc(C)ccc2n2nnnc12)CC(C)(C)CN(C)C	-10%	28%	0%	3%	-10%	1%	-14	-2%	8%
14	O=C(NC1CCS(=O)(=O)C1)/C(=C\c1ccc(F)cc1)NC(=O)c1ccccc1 (stereo unspecified)	-8%	18%	-9%	10%[57.1 µM]	11%	-15%	8	-3%	22%[57.1 µM]

Bioassay records (PubChem)

These rows are one share of the data (hit frequency here may not be typical).
